XBP1 UPR activ – activators of adaptive XBP1 UPR arm, primary screen, cell-based, CHO-XBP1 luciferase reporter, luminescence, uHTS. IRE1-XBP1 UPR activation; percent of tunicamycin response, DMSO as zero. activation, % at 20 µM. 330,000 compounds, 0.33% hits. AID 463104, 2010;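 active means versus positive control, 20 µM dose yields 30% or more activation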;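 further: 100% = tunicamycin at 10 µg/mL and 0% = DMSO only wells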
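incubation = overnight seeding at 37 °C, 6 h compound treatment at 37 °C | assay system = CHO-XBP1 cells stably carrying IRE1-XBP1-driven luciferase reporter | input = 1000 cells per well | detection = luciferase luminescence | dosing = single point, 20 µM final compound, 1% DMSO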
tim10-1 inh – growth inhibitors of tim10-1 mutant yeast, primary screen, luminescence, uHTS; 330,000 compounds, 2.2% hits; S. cerevisiae tim10-1 ts strain growth, BacTiter-Glo, 24 h; inhibition, % at 20 µM;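 active means inhibition of at least 40%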;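 further: mutant grown at 25 °C; 0% = DMSO wells with yeast and 100% = wells holding no yeast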
TIM10 inh – growth inhibitors of isogenic TIM10 control yeast, primary screen, counter-screen for tim10-1 yeast inhibitor project, luminescence, uHTS; S. cerevisiae TIM10 strain growth, BacTiter-Glo luminescence, 24 h; inhibition, % at 10 µM; 330,000 compounds, 1.4% hits; AID 463195, 2010;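 active means inhibition of 40% or more at the single tested concentration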;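 further: wild-type TIM10 isogenic control strain grown at permissive 25 °C; 0% = DMSO yeast wells and 100% = minimal medium wells without yeast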
697 NFkB inh – inhibitors of PMA/ionomycin-induced NF-kB reporter, 697 cells, primary screen, B-cell NF-kB inhibitor project, cell-based, luminescence, uHTS. 697 B-cell NF-kB luciferase reporter, 16 h. 330,000 compounds, 0.33% hits. inhibition, % at 4 µM; in the data active means inhibition above about 35%
Mdm2-MdmX inh – inhibitors of human Mdm2-MdmX association, primary screen, cell-based, luminescence, split luciferase, SaOS-2, uHTS | inhibition, % at 8 µM | 330,000 compounds, 3% hits | SaOS-2 split-luciferase Mdm2/MdmX complementation | Protein Mdm4 (Homo sapiens) + E3 ubiquitin-protein ligase Mdm2 (Homo sapiens), …;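 active means inhibition of at least 50% at 8 µM in the primary screen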
Target sequence (O15151 whole entry, looked up): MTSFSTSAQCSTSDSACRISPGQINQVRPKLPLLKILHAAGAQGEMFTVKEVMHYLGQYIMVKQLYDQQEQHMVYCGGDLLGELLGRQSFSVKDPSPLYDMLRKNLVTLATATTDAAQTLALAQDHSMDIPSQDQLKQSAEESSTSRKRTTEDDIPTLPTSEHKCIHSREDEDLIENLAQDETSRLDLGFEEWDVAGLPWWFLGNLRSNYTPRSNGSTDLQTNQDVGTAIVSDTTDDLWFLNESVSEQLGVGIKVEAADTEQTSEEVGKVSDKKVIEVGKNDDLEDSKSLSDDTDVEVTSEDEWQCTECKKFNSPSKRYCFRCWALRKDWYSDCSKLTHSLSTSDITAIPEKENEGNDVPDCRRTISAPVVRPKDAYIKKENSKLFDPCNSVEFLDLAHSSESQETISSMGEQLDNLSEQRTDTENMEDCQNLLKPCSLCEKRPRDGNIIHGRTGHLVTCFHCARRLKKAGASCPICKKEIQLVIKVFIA
Target sequence (Q00987 whole entry, looked up): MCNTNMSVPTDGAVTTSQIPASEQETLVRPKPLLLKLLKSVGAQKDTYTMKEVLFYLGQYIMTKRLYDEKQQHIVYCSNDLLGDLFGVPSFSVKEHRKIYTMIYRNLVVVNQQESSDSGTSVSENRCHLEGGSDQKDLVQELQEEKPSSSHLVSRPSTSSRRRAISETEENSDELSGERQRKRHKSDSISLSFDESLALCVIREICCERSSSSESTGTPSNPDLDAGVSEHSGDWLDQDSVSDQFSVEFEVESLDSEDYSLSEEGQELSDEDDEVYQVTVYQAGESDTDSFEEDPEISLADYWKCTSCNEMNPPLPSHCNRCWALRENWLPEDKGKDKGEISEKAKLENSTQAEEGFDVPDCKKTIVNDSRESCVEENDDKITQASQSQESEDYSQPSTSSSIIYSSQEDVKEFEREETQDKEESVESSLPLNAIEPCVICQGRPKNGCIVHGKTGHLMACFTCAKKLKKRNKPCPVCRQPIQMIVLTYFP
UPR CHOP act – activators of apoptotic CHOP UPR arm, primary screen, cell-based, CHO-CHOP luciferase reporter, luminescence, uHTS; activation, % at 10 µM; 330,000 compounds, 0.34% hits; AID 449763, 2010; UPR activation; percent of tunicamycin response over DMSO baseline;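 active means at 10 µM dose, activation of 40% or more, normalized to positive control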;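 further: 100% = tunicamycin at 10 µg/mL and 0% = DMSO alone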
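Test system: CHO-CHOP cells, stable luciferase reporter of PERK-eIF2a-CHOP signalling | Quantity: 500 CHO-CHOP cells per well | Buffer or medium: F12 plus 10% serum | Compound dosing: 10 µM single point, 0.5% DMSO | Schedule: 6 h compound treatment, 37 °C | Signal: Luciferase luminescence | Control set: Tunicamycin high control, DMSO low control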
Jurkat NFkB inh – inhibitors of induced NF-kB luciferase reporter, primary screen, TCR NF-kB activation inhibitor project, cell-based, luminescence, uHTS. Jurkat, PMA/ionomycin-induced NF-kB luciferase reporter. inhibition, % at 4 µM. 330,000 compounds, 0.53% hits; in the data active means inhibition above about 50%
tim23-1 inh – growth inhibitors of tim23-1 mutant yeast, primary screen, luminescence, uHTS; inhibition, % at 20 µM; S. cerevisiae tim23-1 growth, BacTiter-Glo luminescence, 24 h; AID 463212, 2010; 330,000 compounds, 1.3% hits;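 active means growth inhibition of the mutant yeast at or above 50%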;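 further: temperature-sensitive mutant grown at 25 °C; plate controls were DMSO-treated mutant yeast for no effect and medium wells lacking yeast for full effect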
Starred values were filed as active, the others as inactive. No enrichment for hits; about 6.6% have a hit in one of these screens.

#1 Cc1cccc(C)c1NC(=O)CSc1nnc([C@H](C)NC(=O)OC(C)(C)C)o1
#2 CCOC(=O)c1c(NC(=O)COC(=O)c2ccc(Cl)nc2)sc(C(=O)N(C)C)c1C
#3 COc1ccc(C(=O)Nc2cc(S(=O)(=O)N3CCCC3)ccc2Cl)cc1
#4 O=C(CN1C(=O)NC2(CCCCCC2)C1=O)NCc1ccccc1Cl
#5 Nc1nc(SCC(=O)Nc2ccc(OCc3ccccc3)cc2)n[nH]1
#6 CCN(CC(=O)Nc1ccccc1OC)Cc1csc(CC(=O)Nc2ccc(C)cc2)n1
#7 COc1ccc(OCCSc2nnc(C)n2-c2ccccc2)cc1
#8 O=C(COC(=O)c1ccccc1NS(=O)(=O)c1cc([N+](=O)[O-])ccc1Cl)c1ccccc1
#9 O=C1NC(=O)N(Cc2ccccc2F)C1=O
#10 O=C(NCc1ccncc1)C(=O)N/N=C/c1cccnc1
assay / compound	1	2	3	4	5	6	7	8	9	10
XBP1 UPR activ	-2	-2	-2	4	0	-3	4	3	1	-1
tim10-1 inh	13	5	2	4	4	14	12	-4	15	4
TIM10 inh	7	-10	-12	31	2	-8	8	-13	13	0
697 NFkB inh	0	10	-3	-2	-12	-7	-19	10	9	4
Mdm2-MdmX inh	10	-1	21	-2	-12	9	16	24	-20	7
UPR CHOP act	-0.6	1.8	0.7	0.6	2.5	-1.3	2.4	2.2	-0.5	-1.3
Jurkat NFkB inh	4	14	-3	-6	-39	-3	-11	-2	9	-14
tim23-1 inh	13	-2	26	15	7	20	14	-25	10	10

Three structures already listed, ordered by heavy-atom count, largest number first:
#2 CCOC(=O)c1c(NC(=O)COC(=O)c2ccc(Cl)nc2)sc(C(=O)N(C)C)c1C
#3 COc1ccc(C(=O)Nc2cc(S(=O)(=O)N3CCCC3)ccc2Cl)cc1
#5 Nc1nc(SCC(=O)Nc2ccc(OCc3ccccc3)cc2)n[nH]1
assay / compound	2	3	5
XBP1 UPR activ	-2	-2	0
tim10-1 inh	5	2	4
TIM10 inh	-10	-12	2
697 NFkB inh	10	-3	-12
Mdm2-MdmX inh	-1	21	-12
UPR CHOP act	1.8	0.7	2.5
Jurkat NFkB inh	14	-3	-39
tim23-1 inh	-2	26	7

The list goes on.
#11 COC(=O)c1cc(-c2ccc(C)o2)nc2ccccc12
#12 C/C(=N\NC(=O)c1cc(C)nc2ccccc12)c1ccncc1
#13 COc1cc(C(F)(F)F)c(C(=O)N(C)Cc2ccc(Cl)c(Cl)c2)cn1
#14 NC1=NC[C@H](Cc2ccccc2)N1CCc1cc(C(F)(F)F)cc(C(F)(F)F)c1
#15 CN(c1ccccc1)S(=O)(=O)c1cccc(C(=O)OCC(=O)NCc2ccccc2)c1
#16 Cc1nc(C)n(C)c(=O)c1-c1ccccc1
#17 COc1ccc(NC(=O)C(NC(=O)c2ccc(C)cc2)c2ccccc2)cc1 (stereo not drawn)
#18 O=C(CSc1nc(-c2ccccc2)c(-c2ccccc2)o1)N1CCOCC1
#19 CCN(CC)C(=O)CC(c1ccc(F)cc1)c1ccc(OC)cc1 (stereo not drawn)
#20 Cc1ccccc1CSc1n[nH]c(NS(=O)(=O)c2ccccc2)n1
assay / compound	11	12	13	14	15	16	17	18	19	20
XBP1 UPR activ	-3	-2	-1	2	-2	3	-3	1	-4	0
tim10-1 inh	23	-14	24	15	8	11	-6	21	24	24
TIM10 inh	22	1	23	-6	-1	-14	0	6	6	9
697 NFkB inh	5	1	-6	0	5	12	-18	-12	-6	15
Mdm2-MdmX inh	21	-14	0	63*	10	10	-8	24	-12	24
UPR CHOP act	1.8	2.0	2.4	2.8	0.7	-0.8	0.6	1.9	-0.1	-0.7
Jurkat NFkB inh	15	9	6	4	10	-4	-2	-8	-18	11
tim23-1 inh	15	-7	27	7	22	-4	-8	34	19	27

One compound at a time (already shown). Screens in order: XBP1 UPR activ, tim10-1 inh, TIM10 inh, 697 NFkB inh, Mdm2-MdmX inh, UPR CHOP act, Jurkat NFkB inh, tim23-1 inh
Listed for CN(c1ccccc1)S(=O)(=O)c1cccc(C(=O)OCC(=O)NCc2ccccc2)c1 : -2, 8, -1, 5, 10, 0.7, 10, 22
Listed for COc1ccc(NC(=O)C(NC(=O)c2ccc(C)cc2)c2ccccc2)cc1 (stereo not drawn) : -3, -6, 0, -18, -8, 0.6, -2, -8
Listed for Cc1ccccc1CSc1n[nH]c(NS(=O)(=O)c2ccccc2)n1 : 0, 24, 9, 15, 24, -0.7, 11, 27
Listed for CCN(CC)C(=O)CC(c1ccc(F)cc1)c1ccc(OC)cc1 (stereo not drawn) : -4, 24, 6, -6, -12, -0.1, -18, 19
Listed for Cc1nc(C)n(C)c(=O)c1-c1ccccc1 : 3, 11, -14, 12, 10, -0.8, -4, -4

The results go on.
#21 CCN(CC)CCCNC(=O)c1cn(C)c(=O)c2c1c1ccccc1n2C
#22 COCCCNC(=O)c1c(N)n(-c2ccccc2)c2nc3ccccc3nc12
#23 CC(=O)c1c(C)oc2ccc(OCc3ccccc3)cc12
#24 O=C(O)CCCCn1c(SCC(=O)Nc2ccccc2C(F)(F)F)nc2ccsc2c1=O
#25 Nc1ccnc(Oc2ccc(F)cc2)c1
#26 Cc1ccc(C)c(Cn2nnc3c(=O)[nH]c(C4CCCN(C(=O)c5ccco5)C4)nc32)c1 (stereo not drawn)
#27 O=c1nc2ccccc2c(NS(=O)(=O)c2ccccc2)n1-c1ccccc1
#28 O=C1/C(=C/c2cccnc2)SC(=S)N1N1CCOCC1
#29 COCC(=O)N/N=C\c1cccc(OC)c1OC/C=C/c1ccccc1
#30 COc1cc(Cc2nccc3cc(OC)c(OC)cc23)c(NC(C)=O)cc1OC
assay / compound	21	22	23	24	25	26	27	28	29	30
XBP1 UPR activ	-4	-1	4	-2	1	-3	2	-4	-6	5
tim10-1 inh	16	34	20	14	12	10	11	52*	23	20
TIM10 inh	-10	17	-6	10	1	8	5	29	13	1
697 NFkB inh	6	6	-14	-11	-14	9	-5	-2	5	-11
Mdm2-MdmX inh	11	23	0	-10	5	24	6	7	55*	-16
UPR CHOP act	0.9	2.9	2.3	-0.2	4.0	0.8	0.6	1.0	1.3	1.5
Jurkat NFkB inh	-14	2	-15	12	-1	-2	-14	-10	8	-7
tim23-1 inh	-14	31	16	5	-5	4	1	47	37	-1

#31 O=C(Cn1c(CO)nc2ccccc21)NCc1ccc2c(c1)OCO2
#32 CC(=O)c1cc(C#N)c(SCc2ccccc2)nc1C
#33 Cc1cccc(NC(=O)c2ccc3c(c2)OCCO3)c1
#34 NC(=O)C1CCN(C(=O)Cn2cccc2C(=O)c2ccccc2)CC1
#35 CCOc1cc(/C=N/NC(=O)N/N=C/c2ccc(O)c(OCC)c2)ccc1O
#36 N#CC1=C2N=C(N)c3ccccc3N2C2=C(C(=O)CCC2)C1c1ccccc1F (stereo not drawn)
#37 COc1cc(OC)cc(-c2c(C#Cc3ccsc3)c3cc(-c4ccc(N(C)C)nc4)ccc3n2C)c1
#38 C[C@H](CO)N1C[C@H](C)[C@@H](CN(C)S(=O)(=O)c2ccccc2)Oc2c(NC(=O)NC3CCCCC3)cccc2C1=O
#39 CC(C)Cn1c(N)c(C(=O)CSc2ccc3c(c2)OCCO3)c(=O)n(C)c1=O
#40 CCc1ccnc(NS(=O)(=O)c2ccc3c(c2)OCCO3)c1
assay / compound	31	32	33	34	35	36	37	38	39	40
XBP1 UPR activ	3	11	-10	-2	1	1	-3	3	3	0
tim10-1 inh	-2	-9	-15	9	-3	5	2	6	14	20
TIM10 inh	-6	-61	3	-9	4	12	9	0	17	14
697 NFkB inh	27	-19	-116	2	-7	9	-4	-5	39*	-18
Mdm2-MdmX inh	-12	-11	-74	-6	60*	-13	17	-22	52*	19
UPR CHOP act	-0.1	0.1	-1.4	1.1	2.0	0.9	-0.3	3.0	0.8	0.1
Jurkat NFkB inh	4	-3	-117	-3	34	1	-31	10	54*	7
tim23-1 inh	12	2	50	12	12	14	-5	16	-13	22

#41 CCN(CC(=O)Nc1ccc(NC(C)=O)cc1)C(=O)Cc1ccc(S(=O)(=O)N2CCOCC2)s1
#42 Cn1cnnc1SCC(=O)Nc1ccc(Oc2ccccc2)cc1
#43 O=C(CNC(=O)c1ccco1)Nc1cccc(Cl)c1
#44 Cc1nnsc1C(=O)N1CCCC(Nc2ccc(C(C)C)cc2)C1 (stereo not drawn)
#45 C=CCn1c(SCc2nc3ccccc3[nH]2)nnc1-c1ccc(OC)cc1
#46 COc1ccc(NS(=O)(=O)c2cccc(C(=O)NNC(=O)c3cccc(NC(C)=O)c3)c2)cc1
#47 CSc1nsc(SC)c1NC(=O)OC1CCCCC1
#48 CCOC(=O)C1=C(CSc2nc(-c3ccccc3)ccc2C#N)OC(N)=C(C#N)C1c1ccc(OC)cc1 (stereo not drawn)
#49 CC(C)CNS(=O)(=O)c1ccc(CCC(=O)NCCc2ccccc2)cc1
#50 CCOC(=O)N1CCN(S(=O)(=O)c2c(C)nc3sccn3c2=O)CC1
assay / compound	41	42	43	44	45	46	47	48	49	50
XBP1 UPR activ	-3	2	-4	-4	-2	2	-2	0	-4	-4
tim10-1 inh	5	-5	-5	15	30	3	16	35	3	14
TIM10 inh	0	7	-42	0	-5	-3	10	23	-5	5
697 NFkB inh	14	-32	16	-12	21	-2	3	-81	-8	4
Mdm2-MdmX inh	15	-4	12	-5	-2	-7	-30	-57	-2	14
UPR CHOP act	0.7	1.8	1.4	0.2	0.1	1.9	-2.0	6.4	2.3	-0.6
Jurkat NFkB inh	4	-5	-7	4	14	2	-6	-61	7	2
tim23-1 inh	-1	4	-20	14	8	7	1	29	6	7

#51 CN1CCN(C2=Cc3cc(Cl)ccc3Sc3cc(F)ccc32)CC1
#52 COc1ccc(N2CC(O)=C(c3nc4ccccc4s3)C2=N)cc1
#53 COc1ccc(CCNC(=O)C/C(C)=N/NC(=O)C2CCCCC2)cc1OC
#54 COC(=O)C1CN(C(=O)COc2cc(C)c(Cl)c(C)c2)c2ccccc2O1 (stereo not drawn)
assay / compound	51	52	53	54
XBP1 UPR activ	13	0	0	-1
tim10-1 inh	57*	-16	15	34
TIM10 inh	-15	21	-2	23
697 NFkB inh	3	-114	4	9
Mdm2-MdmX inh	51*	8	-10	-13
UPR CHOP act	2.1	0.0	-1.1	1.7
Jurkat NFkB inh	-7	-34	3	3
tim23-1 inh	78*	31	13	33
